Assay outcomes (PubChem)
GPR151 activ: activators of human GPR151, primary screen, cell-based, PathHunter beta-arrestin, luminescence; activation, % at 11.2 µM; 650,000 compounds, 1% hits; G-protein coupled receptor 151 (Homo sapiens), Q8TDV0; PathHunter beta-arrestin GPR151 cells; in the data active = activation above about 4.9%;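 note: 0% = median of compound wells and 100% = cells with positive control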
Target sequence (Q8TDV0 whole entry, looked up): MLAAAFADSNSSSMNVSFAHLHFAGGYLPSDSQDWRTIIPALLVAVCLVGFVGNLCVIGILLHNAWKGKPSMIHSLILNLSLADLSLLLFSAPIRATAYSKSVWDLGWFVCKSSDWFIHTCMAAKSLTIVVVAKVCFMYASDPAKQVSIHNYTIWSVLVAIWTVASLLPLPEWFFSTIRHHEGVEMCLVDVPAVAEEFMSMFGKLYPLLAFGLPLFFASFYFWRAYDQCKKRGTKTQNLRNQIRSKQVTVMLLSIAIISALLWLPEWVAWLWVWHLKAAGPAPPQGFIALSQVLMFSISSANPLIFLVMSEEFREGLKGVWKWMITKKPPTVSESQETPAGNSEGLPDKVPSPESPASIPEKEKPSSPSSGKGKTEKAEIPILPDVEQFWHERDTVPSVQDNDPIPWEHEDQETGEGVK
FBW7 activator: FBW7 E3 ligase activators, primary screen, biochemical, AlphaScreen, human. normalized activity (activation), % at 26.1 µM. AlphaScreen FBW7–phospho-cyclin E peptide binding, activator screen. 650,000 compounds, 0.13% hits. F-box/WD repeat-containing protein 7 (Homo sapiens), Q969H0. AID 1259310, 2017; in the data active = normalized activity above about 1.9%;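 note: purified mutant Fbw7 with reduced substrate affinity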
Target sequence (Q969H0 whole entry, looked up): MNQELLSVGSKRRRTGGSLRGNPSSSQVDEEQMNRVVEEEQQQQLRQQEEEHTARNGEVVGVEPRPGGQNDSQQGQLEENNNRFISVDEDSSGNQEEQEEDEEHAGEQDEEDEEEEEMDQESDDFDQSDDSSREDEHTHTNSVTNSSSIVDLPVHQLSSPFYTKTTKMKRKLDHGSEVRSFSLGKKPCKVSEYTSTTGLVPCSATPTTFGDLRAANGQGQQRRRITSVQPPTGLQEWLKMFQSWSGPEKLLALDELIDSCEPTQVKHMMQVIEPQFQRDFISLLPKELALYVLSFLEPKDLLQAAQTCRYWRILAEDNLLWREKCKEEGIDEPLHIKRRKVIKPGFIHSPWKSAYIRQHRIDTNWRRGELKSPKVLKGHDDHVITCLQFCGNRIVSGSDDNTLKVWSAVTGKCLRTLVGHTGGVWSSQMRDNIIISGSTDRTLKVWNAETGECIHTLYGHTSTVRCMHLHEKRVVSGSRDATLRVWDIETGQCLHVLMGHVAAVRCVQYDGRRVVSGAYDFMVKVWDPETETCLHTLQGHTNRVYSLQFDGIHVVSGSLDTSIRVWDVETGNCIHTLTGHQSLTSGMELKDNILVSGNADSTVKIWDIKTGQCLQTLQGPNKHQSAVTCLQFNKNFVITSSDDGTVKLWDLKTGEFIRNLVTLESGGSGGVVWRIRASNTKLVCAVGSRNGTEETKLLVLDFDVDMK
TEAD-YAP inh: TEAD-YAP interaction inhibition, primary screen, TEAD-YAP interaction inhibitor project, luminescence, HEK-TIYL cells | TEAD-Gal4/YAP UAS-luciferase luminescence | inhibition, % at 9.12 µM | 640,000 compounds, 1.4% hits; in the data active = inhibition above about 32%;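 note: 0% = median of test compound wells and 100% = reference inhibitor wells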
MITF primary: MITF inhibitors, primary screen, biochemical, AlphaScreen, human; 650,000 compounds, 0.91% hits; inhibition, % at 2.6 µM; AlphaScreen MITF homodimerization, bead proximity signal; in the data active = inhibition above about 50%;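 note: 0% = vehicle wells with protein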
Numbers without * were called inactive.

No. | structure | FBW7 activator | GPR151 activ | MITF primary | TEAD-YAP inh
1 | O=C1CN(Cc2c(C(=O)N3CCN(C4CCCCC4)CC3)nc3ccccn23)CCN1 | 0.1 | -0.2 | 11.6 | 5.8
2 | Cc1ccc(CNC(=O)c2nnn(Cc3ccc(Br)cc3F)c2N)cc1 | 0.0 | 0.1 | -3.8 | -8.5
3 | CC(=O)N1C(=S)NC(=O)/C1=C/c1cc2cccc(C)c2nc1Sc1ccc(C)cc1 | -0.1 | 0.5 | 2.3 | -1.1
4 | CCCCCCCc1nn2c(N)c(/C=C3\C=CC(=O)C(OC)=C3)c(=O)nc2s1 | 0.1 | -1.0 | 10.7 | 3.3
5 | O=C1CSC(c2cccc(Cl)c2Cl)N1c1ccc(O)cc1 (configuration not stated) | 0.2 | 0.5 | 16.5 | 2.9
6 | Cc1cccc(N2CCN(C(=O)CN3C(=O)C4CC=CCC4C3=O)CC2)c1C (configuration not stated) | 0.1 | 3.2 | -7.8 | -35.2
7 | CCC(CC)C(=O)N1c2cc(C)c(C)cc2C(=C2SC(C(=O)OC)=C(C(=O)OC)S2)C(=S)C1(C)C | 0.1 | 3.3 | 10.7 | 10.1
8 | Cn1cccc1CC(=O)N/N=C\c1cccc(Cl)c1Cl | 0.0 | 0.3 | 9.3 | -1.4
9 | COc1ccc(S(=O)(=O)NCCO)cc1N(C)S(=O)(=O)c1ccc(C)cc1 | 0.1 | -1.7 | 12.5 | -2.9
10 | Cc1ccc(N2CCN(S(=O)(=O)c3ccc4c(c3)c(=O)n(C)c(=O)n4C)CC2C)cc1 (configuration not stated) | 0.1 | 0.3 | 3.0 | -7.3
11 | CC(=O)Nc1ccc(S(=O)(=O)Nc2ccc(F)c(F)c2F)cc1 | -0.2 | 0.5 | -1.0 | -10.3
12 | O=C(/C=C/c1ccccc1)NC(NC(=O)/C=C/c1ccccc1)c1ccc2c(c1)OCO2 | 0.0 | -1.5 | 5.1 | 5.7
13 | Cc1ccccc1NS(=O)(=O)c1ccc(Cl)c(C(=O)Nc2ccccc2C(=O)O)c1 | 0.7 | -0.2 | 15.8 | 1.3
14 | O=[N+]([O-])c1ccccc1S(=O)(=O)N1CCN(Cc2ccccn2)CC1 | 0.3 | -0.7 | 57.7* | 6.8
15 | NC(=O)c1ccsc1NC(=O)CSc1cc(Cl)ccc1Cl | -0.1 | 2.0 | 4.3 | 7.5
16 | CC(C)(C)c1ccc2c(c1)OCCOCCOc1ccc(C(C)(C)C)cc1OCCOCCO2 | 0.0 | 1.1 | -0.6 | 4.3
17 | C/C(=N\Nc1nncc2ccccc12)c1cccc(OC(F)F)c1 | 0.1 | -1.6 | -0.3 | -48.1
18 | O=C(C1CCC(CNS(=O)(=O)c2ccccc2)CC1)N1CCOCC1 (configuration not stated) | 0.0 | -0.4 | 13.8 | -8.0
19 | O=C(NCc1ccccn1)c1ccc(Cl)c(NC2=NC3CS(=O)(=O)CC3S2)c1 (configuration not stated) | 0.4 | 0.0 | 5.3 | 5.8
20 | Cn1c(N)c(C(=O)COC(=O)CCC(=O)c2ccc(C(C)(C)C)cc2)c(=O)n(C)c1=O | -0.1 | 2.2 | 7.5 | 8.5

Just TEAD-YAP inh, GPR151 activ and MITF primary (three entries from above):
nr	Molecule	TEAD-YAP inh	GPR151 activ	MITF primary
10	Cc1ccc(N2CCN(S(=O)(=O)c3ccc4c(c3)c(=O)n(C)c(=O)n4C)CC2C)cc1 (configuration not stated)	-7.3	0.3	3.0
5	O=C1CSC(c2cccc(Cl)c2Cl)N1c1ccc(O)cc1 (configuration not stated)	2.9	0.5	16.5
1	O=C1CN(Cc2c(C(=O)N3CCN(C4CCCCC4)CC3)nc3ccccn23)CCN1	5.8	-0.2	11.6

Next section:
No. | structure | FBW7 activator | GPR151 activ | MITF primary | TEAD-YAP inh
21 | COc1cc(CO)ccc1OCc1cccc(F)c1 | 0.0 | -1.3 | -21.7 | -43.5
22 | O=C(O)C1CCCN1S(=O)(=O)c1ccc([N+](=O)[O-])cc1 (configuration not stated) | 0.0 | 1.6 | 7.9 | 11.8
23 | CN1N=C(C(=O)N2CCCC(CCC(=O)N3CCN(c4ccccn4)CC3)C2)CCC1=O (configuration not stated) | 0.3 | -0.9 | 6.1 | 9.8
24 | O=C(NCCOc1ccccc1)c1csc(NC2CCC(O)CC2)n1 (configuration not stated) | 0.3 | -2.1 | 0.1 | -52.3
25 | COc1ccc(/C=N/Nc2nnc(C)n2N)cc1OC(C)=O | 0.2 | 0.6 | 5.6 | 2.9
26 | CCCCOc1ccc(C(=O)Oc2ccc(C#N)cc2)cc1 | -0.1 | 0.4 | 1.4 | 2.3
27 | CCOC(=O)C1CCN(CCC(=O)Nc2cc(OC)cc(OC)c2)CC1 | 0.0 | -0.9 | -11.1 | 1.3
28 | O=C(NC1CC1)c1ccc2nc3[nH]c4ccccc4c3nc2c1 | 0.0 | -0.8 | -7.5 | -18.5
29 | CCc1cccc(NC(=O)[C@@H](NC(=O)c2ccc(OC)cc2)C(C)C)c1 | 0.1 | 0.6 | -15.8 | -30.1
30 | CC(C)=CC(=O)Nc1nc(C)c(C)s1 | -0.1 | -4.8 | 9.6 | -50.1
31 | CN(C(=O)CN1CCc2ccccc21)c1c(N)n(Cc2ccccc2)c(=O)[nH]c1=O | 0.1 | 0.2 | 15.6 | 11.6
32 | Cc1cc(NC(=O)Cn2c(=O)c3c(ncn3CC(C)C)n(Cc3ccccc3)c2=O)no1 | -0.1 | -1.1 | 2.7 | 10.6
33 | CCn1c(SCCN2CCCCC2)nnc1-c1ccccc1OC | 0.1 | 0.4 | 2.2 | 1.9
34 | C/C(Cn1cnc([N+](=O)[O-])n1)=N/NC(=O)Cc1ccc(F)cc1 | 0.1 | 0.2 | 8.0 | -2.3
35 | Cc1cc(N2CCC(C(=O)N3CCN(c4cccc(C)c4C)CC3)CC2)n2ncnc2n1 | -0.2 | -0.5 | 1.1 | -1.6
36 | Cc1ccc(CN2CCc3nnc(CCc4ccccc4)n3CC2)s1 | -0.1 | -1.1 | -0.9 | 6.4
37 | Fc1ccc(-c2csc(=Nc3cccnc3)n2/N=C/c2ccsc2)cc1 | -0.1 | -0.1 | -2.4 | 4.0
38 | CC(Oc1ccc(Br)cc1)C(=O)N/N=C/c1ccccc1 (configuration not stated) | 0.2 | 1.8 | 9.8 | 5.2
39 | O=C1CC2(CC(Cl)N=N2)C(=O)N1c1cccc(Cl)c1 (configuration not stated) | 0.4 | 1.1 | -6.7 | -15.5
40 | O=C1CC(C(=O)Nc2ccc(Cl)cn2)c2ccccc21 (configuration not stated) | 0.1 | -0.2 | 4.2 | -16.2

Complete entries, looked up by structure. Order of values: FBW7 activator, GPR151 activ, MITF primary, TEAD-YAP inh
Fc1ccc(-c2csc(=Nc3cccnc3)n2/N=C/c2ccsc2)cc1 as listed: -0.1, -0.1, -2.4, 4.0
CCCCOc1ccc(C(=O)Oc2ccc(C#N)cc2)cc1 as listed: -0.1, 0.4, 1.4, 2.3
C/C(Cn1cnc([N+](=O)[O-])n1)=N/NC(=O)Cc1ccc(F)cc1 as listed: 0.1, 0.2, 8.0, -2.3
CN1N=C(C(=O)N2CCCC(CCC(=O)N3CCN(c4ccccn4)CC3)C2)CCC1=O (configuration not stated) as listed: 0.3, -0.9, 6.1, 9.8
Cc1cc(NC(=O)Cn2c(=O)c3c(ncn3CC(C)C)n(Cc3ccccc3)c2=O)no1 as listed: -0.1, -1.1, 2.7, 10.6

Later entries
No. | structure | FBW7 activator | GPR151 activ | MITF primary | TEAD-YAP inh
41 | CC(C)CC(NC(N)=O)C(=O)Nc1cccc([N+](=O)[O-])c1 (configuration not stated) | -0.1 | 1.1 | 3.8 | 6.9
42 | Nc1ccc(F)c(S(=O)(=O)N2CCOCC2)c1 | -0.3 | 0.8 | 3.9 | 11.8
43 | c1cc(CN2CCc3nncn3CC2)co1 | -0.1 | 0.1 | -2.2 | 4.0
44 | c1cncc(CNc2nc(NCCN3CCOCC3)c3[nH]cnc3n2)c1 | 0.5 | 0.6 | 12.2 | 2.3
45 | Cn1c(=O)[nH]c(=O)c2c1nc(N1CCCC1)n2CCc1ccccc1 | 0.0 | -0.7 | -6.8 | 10.3
46 | Cc1ccc(OCC(=O)NCc2ccccn2)c(Br)c1 | 0.2 | -1.2 | 4.5 | -53.0
47 | Cc1c(Cl)cccc1NC(=O)Nc1ccc(Cl)cc1 | 0.0 | -0.2 | -5.9 | -6.3
48 | O=C(O)c1cccc(NC(=O)c2ccc(-c3ccccc3)cc2)c1 | 0.1 | 2.8 | -3.7 | 41.2*
49 | c1ccn2cc(CSc3ccc(-n4ccnc4)nn3)nc2c1 | 0.0 | -0.1 | -5.9 | -7.7
50 | Cc1ccc(NC(=O)c2cc([N+](=O)[O-])ccc2NCC2CCCO2)cc1Cl (configuration not stated) | 0.3 | 0.9 | 16.6 | -3.9
51 | CCOC(=O)c1nn(-c2ccccc2)c(=O)c2c(NC(=O)C(C)Cl)scc12 (configuration not stated) | 0.1 | -0.9 | 2.1 | 5.5
52 | COc1cc(CNCc2cccc3ccccc23)cc(OC)c1 | 0.0 | 3.2 | 22.7 | 8.1
53 | CC(C)(C)c1ccc(C(=O)N/C(=C\c2ccco2)C(=O)NCCC(=O)O)cc1 | -0.2 | 1.3 | -9.3 | -5.8
54 | CCCC(C)C(=O)N1CCc2ccccc21 (configuration not stated) | -0.1 | -0.9 | -20.4 | 8.1
55 | COc1cccc(NC(=O)COc2ccc(C(C)=O)cc2)c1 | 0.1 | 0.3 | 1.8 | -8.7
56 | O=C(NCCO)c1cccc(-c2cnc3c(Nc4cccc(C(F)(F)F)c4)nccn23)c1 | 0.0 | -0.9 | -9.8 | -5.1
57 | CCOC(=O)C(=O)Nc1sc(C(=O)NC2CCCC2)c(C)c1C(=O)OCC | 0.1 | 0.8 | 15.9 | -0.8
58 | Cc1[nH]c2ccccc2c1C(=O)CSc1nc(N)cc(N)n1 | -0.1 | 0.6 | 2.3 | 7.6
59 | CC(=O)c1c(C)[nH]c(C(=O)NC2CCCCC2)c1C | -0.2 | 1.8 | 3.8 | 3.6
60 | Cc1ccsc1/C=C1\SC(N2CCCC2)=NC1=O | -0.1 | -0.6 | 4.5 | -23.0
61 | CCCNC(=O)CNC(=O)CNC(=O)OCc1ccccc1 | 0.0 | -0.3 | 2.4 | -2.4
62 | N#Cc1cccc(NC(=O)COc2ccccc2Cl)c1 | 0.5 | 3.1 | -4.1 | -34.9
63 | COc1cccc(NC(=O)COC(=O)c2nc3nccc(C)n3n2)c1 | -0.1 | -0.6 | 1.9 | -3.5
64 | Cc1ccc(C(C)C)c(OCC(=O)NCCc2nc3ccccc3[nH]2)c1 | -0.1 | -2.2 | -4.6 | 4.2
65 | COC(=O)c1c(C)oc2ccc(N(C(=O)c3ccc(C)cc3)S(=O)(=O)c3ccc(Cl)cc3)cc12 | 0.1 | -1.4 | -14.5 | 1.0
66 | Cc1cc(C)nc(NS(=O)(=O)c2ccc(NC(=O)CCCOc3ccc(Cl)cc3)cc2)n1 | 0.0 | -1.1 | -6.7 | -7.2
67 | CC(=O)Nc1cc(C(=O)N2CCC3(CC2)OCCO3)ccc1Nc1cccc(Cl)c1 | 0.5 | 0.4 | 17.3 | 9.5
68 | CC1=NN(c2cc(Cl)cc(Cl)c2)C(=O)/C1=C\c1ccco1 | 0.2 | -0.2 | -10.5 | 0.6
69 | Cc1ccccc1NC(=O)NCCN1C(=O)C2C3C=CC(C3)C2C1=O (configuration not stated) | 0.1 | -1.2 | -8.5 | 6.3
70 | Cc1ccc([N+](=O)[O-])cc1S(=O)(=O)N1CCC(C)CC1 | -0.1 | 1.7 | 0.8 | 6.5
71 | CCOc1ccc(NC(=O)COc2cccc3ccc(N4CCCC4)nc23)cc1 | -0.1 | -0.7 | -4.8 | -8.8
72 | CC(C)=CCN1CCN(Cc2c(C)nn(C(C)C)c2C)CC1CCO (configuration not stated) | 0.1 | 1.5 | 4.7 | 15.5
73 | Cc1cc(NCCN(C(C)C)C(C)C)nc(Nc2ccnn2C)n1 | -0.1 | -1.7 | 3.8 | 0.5
74 | Cc1ccccc1C(=O)N/C(=C/c1ccc(Cl)cc1)C(=O)O | -0.1 | -1.0 | -16.2 | 9.8
75 | COc1ccc(C(=O)NC(C)Cc2ccccc2)cc1OC (configuration not stated) | 0.0 | 1.6 | 7.3 | -9.8
76 | O=C(CC1C(=O)NCCN1Cc1ccc(F)cc1Cl)NC12CC3CC(CC(C3)C1)C2 (configuration not stated) | -0.1 | -1.1 | 6.8 | 2.8
77 | CC#CC(=O)N[C@H](Cc1ccc(-c2cn[nH]c2)cc1)C(=O)N(CCN(C)C)Cc1cccc(OC)c1 | 0.1 | 1.5 | 0.0 | -2.0
78 | Fc1cc(-c2ccnc(Nc3ccc(N4CCOCC4)cc3)n2)cc(N2CCOCC2)c1 | 0.9 | 0.6 | 20.8 | 5.2
79 | Oc1ccc(/C=N/N=C2\CCCc3nonc32)c(O)c1 | 0.0 | -2.3 | 8.3 | 22.2
80 | COc1ccc(C2=NN(C(=O)CCC(=O)O)C(c3cccc(OC)c3OC)C2)cc1 (configuration not stated) | 0.0 | -0.4 | -4.0 | -3.9
81 | COC(=O)c1ccccc1NC(=O)COc1ccc(S(=O)(=O)N2CCCC2)cc1C | 0.9 | -0.2 | 12.9 | 7.7
82 | CC1CCc2c(sc(N)c2C(=O)Nc2cccc3ccccc23)C1 (configuration not stated) | -0.2 | 0.1 | 4.9 | 7.6
83 | Cn1nccc1Nc1nc(NCc2ccccc2)c2[nH]cnc2n1 | 0.1 | 1.3 | 8.9 | -3.1

This is a random part of the collection; overall some 3.5% were active at least once.
